AMPAR-TARP mod: GluA2-stargazin AMPA receptor complex modulation | O88602+P19491 | HEK293 GluA2+stargazin, membrane potential dye (FDSS), glutamate EC50; hits were called plate by plate, in both directions | calls only at 30 µM | 40,000 tested, 3.5% active | AID 1259245;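 active means any of four per-well response measures lying three or more SD from its plate-wide compound average, in either direction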
Target sequence (O88602 whole entry, looked up): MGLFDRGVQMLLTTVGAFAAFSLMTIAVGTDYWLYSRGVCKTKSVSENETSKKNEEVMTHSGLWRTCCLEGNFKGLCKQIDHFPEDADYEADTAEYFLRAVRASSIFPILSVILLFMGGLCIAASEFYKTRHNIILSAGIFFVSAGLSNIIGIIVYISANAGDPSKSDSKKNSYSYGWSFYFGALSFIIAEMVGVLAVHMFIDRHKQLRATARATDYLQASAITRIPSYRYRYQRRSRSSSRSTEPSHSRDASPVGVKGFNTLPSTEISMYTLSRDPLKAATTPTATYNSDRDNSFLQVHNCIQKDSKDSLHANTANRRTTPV
Target sequence (P19491 whole entry, looked up): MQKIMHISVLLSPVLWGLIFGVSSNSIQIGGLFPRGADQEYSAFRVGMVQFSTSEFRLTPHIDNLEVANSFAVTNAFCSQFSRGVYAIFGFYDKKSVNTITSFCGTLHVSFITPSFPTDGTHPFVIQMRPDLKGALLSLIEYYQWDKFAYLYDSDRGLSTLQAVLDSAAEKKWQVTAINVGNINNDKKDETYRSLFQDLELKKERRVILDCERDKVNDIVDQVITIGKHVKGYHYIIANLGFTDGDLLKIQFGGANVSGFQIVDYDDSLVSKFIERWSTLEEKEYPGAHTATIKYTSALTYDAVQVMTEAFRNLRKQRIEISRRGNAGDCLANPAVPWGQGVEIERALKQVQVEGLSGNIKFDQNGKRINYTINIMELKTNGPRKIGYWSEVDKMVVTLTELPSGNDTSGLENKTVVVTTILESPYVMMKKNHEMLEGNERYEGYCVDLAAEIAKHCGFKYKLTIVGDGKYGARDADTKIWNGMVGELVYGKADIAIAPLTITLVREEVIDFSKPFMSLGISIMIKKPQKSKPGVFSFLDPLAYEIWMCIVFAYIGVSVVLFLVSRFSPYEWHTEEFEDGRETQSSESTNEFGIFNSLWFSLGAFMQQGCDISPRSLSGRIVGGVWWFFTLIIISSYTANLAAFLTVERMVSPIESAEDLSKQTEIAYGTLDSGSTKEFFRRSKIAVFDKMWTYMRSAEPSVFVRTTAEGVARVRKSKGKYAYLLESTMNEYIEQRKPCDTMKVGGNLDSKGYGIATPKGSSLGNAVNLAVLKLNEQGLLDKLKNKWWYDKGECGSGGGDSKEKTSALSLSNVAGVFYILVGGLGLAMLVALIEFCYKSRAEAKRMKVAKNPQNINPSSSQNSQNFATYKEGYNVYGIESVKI
AMPAR-TARP mod agonism max-min: second read-out of AMPAR-TARP mod, no call of its own (marks repeat the call); compound max-min signal; compound-alone response (agonism);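 unitless range of fluorescence divided by baseline over first 100 seconds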
AMPAR-TARP mod glutamate slope: also measured in AMPAR-TARP mod; calls as there; glutamate slope, % of max; measured here: glutamate response slope, % max;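 scaled per plate between vehicle wells and maximal 1 mM glutamate control wells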
* = called active by the depositor; i = inactive; + = active, no number.

structure	AMPAR-TARP mod	AMPAR-TARP mod agonism max-min	AMPAR-TARP mod glutamate slope
O=C(Cn1nc(-n2cccn2)ccc1=O)Nc1ccc(S(=O)(=O)Nc2ncccn2)cc1	i	0.0918	54.3
C=CCn1c(SCc2nc(-c3cccc(C(F)(F)F)c3)no2)nc2cc3c(cc2c1=O)OCO3	i	0.0784	42.0
CCOC(=O)N1CCc2nc(NC(=O)CCCS(=O)(=O)c3ccc(Cl)cc3)sc2C1	i	0.0945	74.2
CC(=O)Nc1cccc(NC(=O)C(=O)NCC(c2cccs2)N(C)C)c1 (centres undefined)	i	0.1	99.3
O=S(=O)(c1ccc(F)cc1F)N1CCN(c2ccc(-c3cccs3)nn2)CC1	i	0.0403	30.1
OC(COc1ccccc1F)CN1CCN(c2ccccc2)CC1 (centres undefined)	i	0.0208	39.8
Cc1csc(C(=O)N2CCC(c3nnc(C(C)C)o3)CC2)c1	i	0.124	54.5
CCNC(=O)N1CCN(CCn2nc(C)cc2C)CC1	i	0.145	68.0
O=C(NCC1CCN(Cc2ccccc2)CC1)C(=O)Nc1ccc2c(c1)OCCO2	i	0.0637	65.4
COCCn1c(=O)c2c(nc3n2CCCN3c2ccccc2)n(C)c1=O	i	0.0998	59.1
CCOC(=O)CNC(=O)Cn1c(=O)c2c(N3CCN(C(=O)C4CC4)CC3)ccnc2n(C)c1=O	i	0.11	74.8
O=C(Nc1ccccc1)c1ccc(C(=O)Nc2ccccc2)nc1	i	0.0801	23.3
NC(=O)c1oc2ccccc2c1NC(=O)C(=O)NCCCO	i	0.0978	59.5
CCOc1ccccc1S(=O)(=O)N1CC2CC1C(=O)O2 (centres undefined)	i	0.136	76.3
CCOc1ccc(N2CCn3c2nn(CC(=O)Nc2ccc(F)cc2F)c(=O)c3=O)cc1	i	0.0817	42.3
COC(=O)c1ccc(C(=O)N2CCC(c3cccs3)CC2)cc1	i	0.0852	60.8
CCOC(=O)N1CCN(C(c2cccc(F)c2)c2sc3nc(C)nn3c2O)CC1 (centres undefined)	i	0.0758	24.0
COc1cc(/C=C2\SC(=S)N(c3cccc(C)c3C)C2=O)cc(OC)c1OC	+	0.0835*	104.1*
O=C(NCC(O)(c1cccs1)C1CC1)C(=O)Nc1cccc(C(F)(F)F)c1 (centres undefined)	i	0.172	41.2
CCOC(=O)c1cnc2c(-c3ccccc3)c(C)[nH]n2c1=O	i	0.139	42.1
CCOC(=O)CC1C(=O)NCCN1Cc1cccc(C)n1 (centres undefined)	i	0.0314	54.6
O=C(Cn1cc(-c2nnc(-c3ccccc3)o2)c2ccccc21)NCCc1ccccc1	i	0.0977	61.7
CCOCC(=O)NCCn1nc(C)cc1C	i	0.136	52.9
O=c1c2ccccc2nc(SCc2nc(-c3cccs3)no2)n1Cc1ccc(F)cc1	i	0.116	55.9
Cc1ccc(-n2ncc3c(=O)n(NC(=O)c4ccc(S(=O)(=O)N5CCCC5)cc4)cnc32)cc1	i	0.0821	73.3

structure	AMPAR-TARP mod	AMPAR-TARP mod agonism max-min	AMPAR-TARP mod glutamate slope
CC1(C(=O)N2CCCc3ccccc32)Cc2ccccc2C(=O)O1 (centres undefined)	i	0.0897	64.2
COc1cccc(S(=O)(=O)NCc2ccc3c(c2)OCO3)c1	i	0.116	38.0
CN(C)C(CNC(=O)Cc1ccc(-c2ccccc2)cc1)c1ccccc1 (centres undefined)	i	0.0786	56.3
Cc1cc(C(=O)N2CCN(C)CC2)nn1CC(=O)N1CCCC(C)C1 (centres undefined)	i	0.0854	62.9
O=C(NCc1cccs1)C1CCCN(c2ccc(-n3cccn3)nn2)C1 (centres undefined)	i	0.0684	61.4
COc1ccc(CC(=O)NCC(c2cccs2)N(C)C)cc1 (centres undefined)	i	0.0368	45.8
O=C(NCc1cccs1)C1CN(c2nc3c(C(F)(F)F)cccc3s2)C1	i	0.0938	60.1
Cc1ccc(NC(=O)Cn2c(C)cc(C)c(S(=O)(=O)c3ccccc3)c2=O)c(C)c1	i	0.0509	72.5
COc1ccc(C(=O)Nc2cc(C(=O)N3CCOCC3)cn(C)c2=O)c(OC)c1	i	0.0996	60.1
O=C(Nc1ccc2c(c1)CN(S(=O)(=O)c1ccccc1)CC2)c1ccno1	i	0.0819	52.0
CCOc1ccc(-c2cc(-c3nc(-c4ccc5c(c4)OCO5)no3)[nH]n2)cc1	i	0.0879	56.8
O=C(c1cccc(-n2cnnn2)c1)N1CCN(c2ccc(-c3ccco3)nn2)CC1	i	0.0485	28.8
CN(C)S(=O)(=O)c1ccc(C(=O)NCCn2ncc3c(N4CCCCCC4)ncnc32)cc1	i	0.0848	69.5
N#Cc1nc(-c2ccc(S(=O)(=O)N3CCCCCC3)cc2)oc1N1CCCCC1	i	0.13	75.5
CCn1nnc2c(NCc3ccc4c(c3)OCO4)ncnc21	i	0.108	70.9
Cc1cc(O)c(C(c2cccc([N+](=O)[O-])c2)c2c(O)cc(C)[nH]c2=O)c(=O)[nH]1	i	0.043	63.9
CC(C)Nc1nc2c(c(=O)[nH]c(=O)n2C)n1CCOc1ccccc1	i	0.106	52.4
Cc1ccc(N2CCN(C(=O)C(C)(C)C)CC2)nn1	i	0.165	34.0
CN(Cc1ccccc1)C(=O)c1cc(N2C(=O)CCS2(=O)=O)ccc1Cl	i	0.144	67.9
CN1C(=O)CCc2cc(NS(=O)(=O)c3ccc(OC(F)(F)F)cc3)ccc21	i	0.106	60.5
O=C(Nn1cnc2c(cnn2-c2ccccc2)c1=O)c1ccc(-c2ccccc2)cc1	i	0.0729	64.2
COc1ccc(N2C(=O)C(F)(F)C2c2ccc(Cl)cc2)cc1 (centres undefined)	i	0.126	67.6
COCCn1c(SCc2ccc(C(F)(F)F)cc2)nnc1-c1cn(C)nc1OC	+	0.086*	32.8*
CCN(CC)S(=O)(=O)c1ccc(C(=O)Nn2cnc3c(cnn3C(C)(C)C)c2=O)cc1	i	0.0498	55.7
Cc1cc(OCC(O)Cn2c(C3CC(=O)N(Cc4ccccc4)C3)nc3ccccc32)ccc1Cl (centres undefined)	i	0.0981	41.7

Some of the entries so far, with two lines to a compound:
Every second line gives: AMPAR-TARP mod	AMPAR-TARP mod agonism max-min	AMPAR-TARP mod glutamate slope
> COc1cccc(S(=O)(=O)NCc2ccc3c(c2)OCO3)c1
  i	0.116	38.0
> Cc1cc(C(=O)N2CCN(C)CC2)nn1CC(=O)N1CCCC(C)C1 (centres undefined)
  i	0.0854	62.9
> CN(Cc1ccccc1)C(=O)c1cc(N2C(=O)CCS2(=O)=O)ccc1Cl
  i	0.144	67.9
> O=C(c1cccc(-n2cnnn2)c1)N1CCN(c2ccc(-c3ccco3)nn2)CC1
  i	0.0485	28.8

Arranged by value in AMPAR-TARP mod agonism max-min (largest number first): some entries from above.
molecule | AMPAR-TARP mod | AMPAR-TARP mod agonism max-min | AMPAR-TARP mod glutamate slope
CN1C(=O)CCc2cc(NS(=O)(=O)c3ccc(OC(F)(F)F)cc3)ccc21 | i | 0.106 | 60.5
COCCn1c(SCc2ccc(C(F)(F)F)cc2)nnc1-c1cn(C)nc1OC | + | 0.086* | 32.8*
O=C(NCc1cccs1)C1CCCN(c2ccc(-n3cccn3)nn2)C1 (centres undefined) | i | 0.0684 | 61.4

(cont.)
structure	AMPAR-TARP mod	AMPAR-TARP mod agonism max-min	AMPAR-TARP mod glutamate slope
CCOc1ccc2ccccc2c1C(=O)Nc1ccc(-n2nnn(CC(N)=O)c2=O)cc1	i	0.14	89.9
CC(=O)NS(=O)(=O)c1ccc(NC(=O)COc2ccc(C(C)(C)C)cc2)cc1	i	0.04	41.2
CC(=O)Nc1ccc(NC(=O)CSc2ccc(NC(=O)C3CC3)nn2)cc1	i	0.0672	47.5
O=C(NCCCn1nc(-c2ccco2)ccc1=O)c1cc(Cl)ccc1Cl	i	0.0305	46.2
Cc1ccc(S(=O)(=O)c2cc3ccccc3oc2=Nc2ccc3c(c2)OCO3)cc1	i	0.129	65.7
O=C(NCCOc1ccc(F)cc1)c1ccccc1[N+](=O)[O-]	i	0.0844	48.8
Cc1cc(C)n(-c2ccc(=O)n(CC(=O)Nc3ccc4sc(C)nc4c3)n2)n1	i	0.132	51.6
CC1(C)C(=O)NCCN1C(=O)COc1ccc(Cl)cc1Cl	i	0.0655	57.2
COC(=O)N1CCc2ccc(NC(=O)C3CC=CCC3)cc2C1 (centres undefined)	i	0.0403	65.5
O=S(=O)(Nc1ccccc1F)c1cccc(Cl)c1	i	0.107	43.7
CCOc1ccc(-n2nnc(C(=O)N(C)C3CCS(=O)(=O)C3)c2C)cc1 (centres undefined)	i	0.108	54.1
O=C(Nc1ccc(O)cc1)C(=O)Nc1ccc(F)c([N+](=O)[O-])c1	+	0.238*	43.5*
Cc1cc(OCC(=O)NCCOc2ccc3nnc(-c4ccccc4)n3n2)ccc1Cl	i	0.0302	37.5
CNC(=O)C(=O)NCC1OCCCN1S(=O)(=O)c1ccc2c(c1)OCCO2 (centres undefined)	i	0.0637	52.0
CSc1ccccc1NC(=O)C(=O)NCC1CCN(Cc2ccco2)CC1	i	0.0787	53.9
COc1cccc2cc(C(=O)NCC3CCN(c4ncccn4)CC3)c(=O)oc12	+	0.188*	63.3*
COc1ccc(/C=C2\SC(=S)N(c3ccc(NC(C)=O)cc3)C2=O)cc1	i	0.11	74.4
O=C(NCCOc1cccc(C(F)(F)F)c1)c1ccccc1[N+](=O)[O-]	i	0.144	53.3
Cc1nc2ccccn2c1C(=O)N1CCC(c2nnc(C(C)C)o2)CC1	i	0.121	59.6
CC(C)N1CCC(CNC(=O)c2cccc3ccccc23)CC1	i	0.0623	45.3
Cc1ccsc1C(O)CNC(=O)C1(c2ccccc2)CCOCC1 (centres undefined)	i	0.0895	45.9
COc1cccc(NC(=O)Cn2nc(Nc3ccc(F)cc3)c(S(=O)(=O)c3ccccc3)c2N)c1	i	0.122	38.7
CSc1cccc(NC(=O)c2ccc(N3CCCCS3(=O)=O)cc2)c1	i	0.1	51.1
COc1ccc(-c2ccc(=O)n(CCCNC(=O)Nc3ccc(F)cc3F)n2)cc1	i	0.0909	54.7
COc1ccccc1CNC(=O)C(=O)NCC1CCN(C(=O)/C=C/c2ccco2)CC1	i	0.0837	59.5

structure	AMPAR-TARP mod	AMPAR-TARP mod agonism max-min	AMPAR-TARP mod glutamate slope
Cc1nc(C)c(C(=O)NCCn2ncc3c(N4CCN(c5ncccn5)CC4)ncnc32)s1	i	0.0714	70.7
COC(=O)c1ccc(C(=O)NCCC(O)c2cccs2)cc1 (centres undefined)	i	0.0883	54.9
Cc1nc2ccc(S(=O)(=O)NCCCn3nc(-c4ccco4)ccc3=O)cc2s1	i	0.117	60.1
CC(C)(C)n1ncc2c(=O)n(CCC(=O)NCCC3=CCCCC3)cnc21	i	0.0762	61.5
O=C(Nc1ccc(N2CCCCC2=O)cc1)c1ccccc1C(F)(F)F	i	0.0981	49.7
CCOC(=O)c1ccc(NC(=O)CN2C(=O)c3ccccc3S2(=O)=O)cc1	i	0.125	53.7
Cc1nc(C)c(C(=O)N2CCC(c3nnc(-c4ccco4)s3)CC2)s1	i	0.124	61.2
O=C(Cn1cnc2c(-c3ccccc3)csc2c1=O)NCCc1ccccc1	i	0.0829	48.9
O=C(NCc1ccccc1Cl)c1ccc(S(=O)(=O)NCc2ccc3c(c2)OCO3)o1	i	0.0411	69.6
COc1ccc(-c2cc(C(=O)O)c3[nH]c(C)nc3n2)c(OC)c1OC	i	0.0859	43.2
COc1ccc(S(=O)(=O)Nc2ccc3c(c2)CCC(=O)N3)cc1OC	i	0.0707	2.2
Cc1cc(C(=O)NCCn2ncc3c(N4CCCC4)ncnc32)no1	i	0.121	76.1
COc1ccc(NC(=O)c2ccc([N+](=O)[O-])cc2Cl)cc1N1CCCC1=O	i	0.105	57.0
COc1ccc(S(=O)(=O)N2CCC(C(=O)Nc3nc(-c4ccc(C)c(C)c4)cs3)CC2)cc1	i	0.0917	47.3
COc1cccc(OC)c1C(=O)Nc1ccc2c(c1)CCCN2S(C)(=O)=O	i	0.0539	54.5
CNC(=O)CSc1nc(-c2ccccc2)c(NC(=O)COc2ccccc2F)s1	i	0.0509	46.5
CC(O)(CNC(=O)NCc1cccs1)c1ccc(-c2ccccc2)cc1 (centres undefined)	i	0.143	34.5
Cc1cc(C)cc(NC(=O)Cn2nc3ccc(SCc4ccc(Cl)cc4)nn3c2=O)c1	i	0.12	70.6
Cc1c(C(=O)N2CCC(c3nnc(-c4ccco4)s3)CC2)cnn1-c1ccccc1	i	0.0712	67.6
CCOc1cccc2sc(N(Cc3ccco3)C(=O)Cc3ccc(F)cc3)nc12	i	0.0802	61.4
COc1ccc(CCNC(=O)Cn2cc(-c3nnc(-c4ccco4)o3)c3ccccc32)cc1OC	i	0.0803	54.3
O=C(NCc1ccco1)c1ccc2c(=O)n(Cc3ccccc3Cl)c(=S)[nH]c2c1	i	0.116	52.7
COc1ccc(-c2c(C)nn3c(N4CCOCC4)cc(C)nc23)cc1OC	i	0.14	64.5
CS(=O)(=O)N1CCCc2cc(NC(=O)c3cccc([N+](=O)[O-])c3)ccc21	i	0.0966	63.0
CCOc1ccc(-n2c(C)cn3c4c(=O)n(CC)c(=O)n(C)c4nc23)cc1	i	0.0714	24.7

structure	AMPAR-TARP mod	AMPAR-TARP mod agonism max-min	AMPAR-TARP mod glutamate slope
CCc1ccccc1NC(=O)COc1ccccc1CC	i	0.0459	92.3
COc1ccccc1C(=O)N1CCC2(CC1)NC(=O)N(CCOc1ccccc1)C2=O	i	0.054	22.8
COc1ccc(/C=C\C(=O)Nc2nnc(-c3ccnn3C(C)C)o2)cc1OC	i	0.114	51.2
COc1cccc(N2CCN(C(=O)CCCCn3c(=O)[nH]c4ccccc4c3=O)CC2)c1	i	0.0785	58.1
NS(=O)(=O)c1ccc(CNC(=O)CCc2csc(NC(=O)c3ccccc3)n2)cc1	i	0.0713	62.5

Assay outcomes (PubChem BioAssay)

A portion of the library (hit frequency here may not be typical).
